# LmPK inh – qHTS Assay for Inhibitors of Leishmania Mexicana Pyruvate Kinase (LmPK); Q27686; hit rate 0.37% among 290,000; purified LmPK, Kinase-Glo ATP luminescence, 1 h; Potency, µM (highest dose often 57.5 µM), for inactives: at the highest dose activity change, negative = inhibition, most hits filed as inhibitors
# Target sequence (Q27686 whole entry, looked up): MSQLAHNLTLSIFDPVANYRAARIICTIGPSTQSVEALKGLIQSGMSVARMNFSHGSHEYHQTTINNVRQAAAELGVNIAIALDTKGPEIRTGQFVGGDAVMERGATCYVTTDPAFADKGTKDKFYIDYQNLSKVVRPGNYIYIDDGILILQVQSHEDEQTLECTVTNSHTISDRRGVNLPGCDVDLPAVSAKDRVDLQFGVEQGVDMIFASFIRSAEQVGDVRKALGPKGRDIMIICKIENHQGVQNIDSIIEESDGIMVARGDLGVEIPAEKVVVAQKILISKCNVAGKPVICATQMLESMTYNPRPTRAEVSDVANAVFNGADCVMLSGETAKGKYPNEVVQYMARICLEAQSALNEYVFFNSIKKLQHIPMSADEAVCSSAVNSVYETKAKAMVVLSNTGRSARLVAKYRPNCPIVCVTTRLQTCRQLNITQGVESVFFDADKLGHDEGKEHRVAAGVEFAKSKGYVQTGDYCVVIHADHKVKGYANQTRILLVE
#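 0.1 nM LmPK, 0.5 mM PEP, 0.1 mM ADP; 50 mM imidazole pH 7.2, 7 mM MgCl2, 50 mM KCl; 1 h RT. Kinase-Glo luminescence readout, normalized to no-enzyme (full inhibition) and uninhibited wells.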
# Pf growth 48h – Primary qHTS for delayed death inhibitors of the malarial parasite plastid, 48 hour incubation; AID 504832, 2011; hit rate 5.9% among 310,000; P. falciparum luciferase growth in erythrocytes, 48 h; Potency, µM (doses to about 28.7 µM), inactives show at the highest dose activity change, negative = inhibition, most hits filed as inhibitors
#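 Read-out is firefly luciferase luminescence from an integrated reporter in P. falciparum, so falling signal marks reduced parasite growth. Infected erythrocytes were at 2% hematocrit and 0.1% parasitemia (final) in Albumax-supplemented RPMI 1640.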
# Sm TGR block – qHTS Assay for the Inhibitors of Schistosoma Mansoni Peroxiredoxins; Schistosoma mansoni thioredoxin glutathione reductase (TGR), Q962Y6; purified TGR, DTNB reduction, TNB absorbance 405 nm; Potency, µM (highest dose often 114 µM), for the others: at the highest dose activity change, negative = inhibition, usual class: inhibitors; hit rate 3% among 360,000; AID 485364, 2010; also: nearly all actives have a fitted effect of over 60% in size
#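 First, TGR (20 nM dispensed) and NADPH were mixed with compound. Second, a 15 min room-temperature incubation followed. Third, further NADPH and then DTNB were added to start the reaction. Finally, TNB absorbance was monitored kinetically.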
# Tb PYK inh – qHTS of Trypanosoma Brucei Inhibitors; TbPYK enzyme, Kinase-Glo Plus ATP luminescence, 45 min; Potency, µM (highest dose often 76.8 µM), inactives show at the highest dose activity, negative = inhibition, actives largely listed as inhibitors; hit rate 0.12% among 410,000; pyruvate kinase (Trypanosoma brucei), Q57TT1; also: nearly all actives have a fitted effect of over 50% in size
#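 Luminescent Kinase-Glo Plus end-point after 45 min room-temperature reaction of T. brucei pyruvate kinase started with 130 uM ADP (final). Buffer TEA 50 mM pH 7.2 with KCl, MgCl2, BSA, Tween-20; titration-based qHTS with fitted concentration-effect curves.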
# Pf growth 96h – Primary qHTS for delayed death inhibitors of the malarial parasite plastid, 96 hour incubation | P. falciparum luciferase reporter growth, 96 h | Potency, µM (doses to about 28.7 µM), for the others: at the top dose activity change, negative = inhibition, hits mostly inhibitors | hit rate 6.9% among 320,000
#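 Infected RBCs, 2% Hct / 0.05% parasitemia final; luciferase-reporter P. falciparum; cpd 96 h, 37 C, 5% CO2; luciferase detection reagent; luminescence.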
# HCV inhibitor – qHTS Assay for Inhibitors of Hepatitis C Virus (HCV). Potency, µM (highest dose often 41.8 µM), for inactives: at the top dose activity change, negative = inhibition, usual class: inhibitors. hit rate 3.4% among 340,000. Huh7.5.1 HCVcc-Cre infection, luciferase reporter, 44 h
#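 HCVcc-Cre virus at an moi near 0.5 was added right after compound to cells cultured 4 h from seeding (1,000 cells/well). Luciferase activity was determined 44 h later, 15 min after substrate addition at RT.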
# * marks the source's active call; other numbers are inactive results; ? = inconclusive; . = no result given; & = joins results of further samples; [ ] = another dose, or the depositor's remark. Calls follow the shape of the dose curve; as a rule, active = well fitted curve in the direction sought with a large enough effect; inconclusive = small, poorly fitted or top-dose-only effect, or another doubt; inactive = no such curve, though single readings can be large; an effect the other way counts as inactive or inconclusive. % is scaled to controls: 0 for no effect and ±100 for the full control effect; potency is read from the fitted curve at half-maximal effect. An unsorted share of the library; any-hit rate near 16%.
# Values in the order: LmPK inh	Pf growth 48h	Sm TGR block	Tb PYK inh	Pf growth 96h	HCV inhibitor
CSc1cc(-c2ccccc2)n(Cc2c(Cl)cccc2Cl)c(=O)c1C#N
 : 11.2%	.	0.4%	-3.6%	3.7%	6.2%
CCN(CC)CCN(C(=O)CCS(=O)(=O)c1ccccc1)c1nc2cc(OC)c(OC)cc2s1
 : 0.5%	2.4%	14.1µM*	1.9%	22.7%	5.9%
COc1ccccc1N1CCN(C2=Nc3cccc4cccc2c34)CC1
 : 1.7%[11.5 µM]	338.4%[activator]	13.1%	3.3%	19.0%	12.6µM*
COc1cccc(C(O)c2nccn2Cc2ccccc2)c1OC (centres undefined)
 : 4.0%	42.7%[activator]	?	0.7%	20.1%	12.7%
N=C1/C(=C/c2cccn2Cc2ccc(F)cc2)C(=O)N=C2SC=CN12
 : -1.0%	-27.9%	-19.9%	-5.0%	52.6%[5.75 µM]	-13.3%
CCCCCc1cc(O)c2c(C)cc(=O)oc2c1
 : -0.2%	2.62µM*	-2.0%	-18.6%	5.5%	11.2µM*
CCCCc1nnc(NC(=O)CSCc2cc(=O)n3cc(C)sc3n2)s1
 : -1.6%	-7.9%	-2.9%	0.1%	?	3.2%
c1ccc(-c2ccc(OCCCn3cncn3)cc2)cc1
 : -10.4%	70.8%[activator]	0.0%	3.5%	?	-7.8%
CCn1c(=O)c(C(=O)CN(C)Cc2ccc(F)cc2)c(N)n(Cc2ccccc2)c1=O
 : -8.5%	?	3.8%	3.0%	?	14.0%
O=C(O)c1cc(N2C(=O)C3CCCCC3C2=O)ccc1NCc1cccnc1 (centres undefined)
 : 6.4%	5.2%	8.4%	9.6%	-8.2%	7.0%
COc1ccc(-c2csc(N(Cc3ccco3)C(=O)c3cccs3)n2)cc1
 : -0.4%	?	12.6µM*	0.0%	6.57µM*	?
Cn1c(N)c(C(=O)COC(=O)C2(c3ccccc3F)CCCC2)c(=O)n(C)c1=O
 : 1.3%	-26.4%	-0.4%	-9.8%	-18.5%	-23.7%
S=C(NCc1ccco1)Nc1ccc(Br)cn1
 : -2.7%	23.5%	?	-5.9%	?	?
O=C(COc1ccccc1)NCC(=O)NC1=NCCS1
 : -0.8%	25.7%	0.0%	-3.0%	9.9%	6.1%
O=C(NNC(=S)Nc1ccccc1)C1CC1
 : 0.3%	-6.5%	8.3%	-11.4%	55.4%[activator]	14.5%
CCCNC(=S)N(Cc1ccccc1)Cc1nc2ccccc2c(=O)[nH]1
 : 0.5%	-12.2%	-6.4%	-13.1%	?	-12.2%
CCOc1c2ccc(C(=O)NCc3ccc(OC(F)(F)F)cc3)cc2nn1CC
 : 5.2%	21.9%	-13.7%	7.1%	-28.9%	-9.7%
CCOc1ccc(N=Cc2c(O)n(CCc3ccc(OC)c(OC)c3)c(=O)[nH]c2=O)cc1
 : 10.4%	?	5.0%	0.4%	-14.3%	?
CCCOc1ccccc1NC(=O)c1c(-c2ccccc2)noc1C
 : 5.2%	?	7.6%	-3.9%	?	?
CC(Sc1nnc(C(C)N(C)C)n1-c1ccc(Cl)cc1)C(=O)Nc1ccc2c(c1)OCO2 (centres undefined)
 : -1.7%	?	-8.6%	0.0%	?	12.7%
COc1cccc(Nc2nc3ccccc3c(=O)[nH]2)c1
 : 1.4%	-18.6%	0.0%	-0.1%	?	-8.7%
O=C(Nc1cc(=O)[nH]c2nc(-c3ccccc3)nn12)c1ccc(Cl)cc1
 : -1.8%	-4.9%	13.1%	-0.4%	-3.5%	11.4%
CN1CCN(S(=O)(=O)c2ccc3c(c2)NC(=O)CS3)CC1
 : -12.2%	45.1%[activator]	3.5%	-0.8%	?	14.2%
COc1cc2c(cc1NCc1ccc3c(c1)OCO3)oc1ccccc12
 : 5.2%	68.5%[activator]	-9.0%	0.7%	.	?
Cc1cccc(NC(=O)CNC(=O)COc2cccnc2[N+](=O)[O-])c1C
 : .	-6.7%	-9.8%	-0.4%	3.5%	11.6%
O=C(NCc1ccccc1Cl)c1nnc(CS(=O)(=O)c2ccccc2)o1
 : -2.1%	5.22µM*	-15.9%	-0.2%	18.8%	1.2%
O=C(NC(=S)Nc1cccc(S(=O)(=O)NC2=NCCC2)c1)c1cc(-c2ccco2)nc2ccccc12
 : -2.4%	?	12.6µM*	-28.1%	?	-19.9%
Cc1sc2ncnc(N3CCC(C(=O)Nc4ccccc4C(C)(C)C)CC3)c2c1C
 : .	11.7µM*	-0.3%	-0.3%	?	2.0%
Cc1ccccc1C(=O)NC1CCN(CC(=O)NCc2ccc(F)cc2)CC1
 : 9.2%	-19.2%	2.9%	-0.5%	?	-7.7%
CC(=O)c1ccc(OCC(=O)N2CCCC(Nc3ccc(C)c(C)c3)C2)cc1 (centres undefined)
 : -2.4%	26.9%	0.1%	-2.9%	?	0.6%

# Other compounds follow:
# Values in the order: LmPK inh	Pf growth 48h	Sm TGR block	Tb PYK inh	Pf growth 96h	HCV inhibitor
COc1ccc(C(=O)NC(=S)Nc2ccc(S(=O)(=O)Nc3cc(OC)nc(OC)n3)cc2)cc1
 : 3.2%	-14.4%	14.1µM*	-7.8%	38.7%[activator]	11.2%
N#Cc1c(NC(=O)C2CCCO2)sc2c1CCCCC2 (centres undefined)
 : -6.8%	.	5.9%	-3.3%	.	10.2%
C=CCN1C(=O)NC(=O)/C(=C/c2ccc(OCC(=O)Nc3ccc(C)cc3)cc2)C1=O
 : 5.1%	-8.4%	?	?	1.3%	19.8%
Cc1c(C(=O)n2cnc3ccccc32)cccc1[N+](=O)[O-]
 : 1.4%	48.2%	6.4%	2.9%	?	11.4%
COc1c(Cl)cc(Cl)cc1C(=O)Nc1ccc(CN2CCCCC2)cc1
 : -10.1%	?	.	-4.3%	31.7%[activator]	-25.8%
CCOc1ccc2nc(SCc3ccc(CC(=O)O)cc3)c(C#N)cc2c1
 : -2.8%	?	-2.1%	0.7%	20.7%	-0.7%
COc1ccc(-c2cc(C(=O)NCCCn3ccnc3)no2)cc1
 : 6.2%	15.7%	7.3%	-2.2%	8.28µM*	0.9%
CCCCCn1c(N)c(C(=O)NCc2cccs2)c2nc3ccccc3nc21
 : -7.5%	2.4%	3.5%	0.4%	?	-14.7%
N#Cc1ccc(C(=O)Nn2cnnc2)cc1
 : 3.0%	-4.8%	2.0%	0.5%	1.2%	12.7%
Nc1cc(Cl)c(N)cc1Cl
 : 1.2%	.	-3.9%[11.4 µM]	-4.1%	19.3%	16.0%
Cc1cc2nc(SCCN3CCCC3)[nH]c2cc1C
 : 1.8%	.	0.0%[11.4 µM]	1.4%	-3.1%	-23.3%
CC1CCCC(C)N1S(=O)(=O)c1ccc(NC(=O)CCn2cnc3ccccc3c2=O)cc1 (centres undefined)
 : 3.8%	13.1µM*	-2.1%	2.5%	.	22.6%
Cc1ccc(CCNC(=O)C2CCN(c3nn4c(=O)cc(C)nc4s3)CC2)cc1
 : 2.3%	?	-4.6%	4.4%	?	-9.7%
CN(C)CCCOC1C(C(O)CO)OC2OC(C)(C)O[C@@H]21 (some centres undefined)
 : .	-10.9%	.	-1.1%	-23.5%	.
O=C1CN(C(=O)COC(=O)c2cc(S(=O)(=O)N3CCOCC3)ccc2Cl)c2ccccc2N1
 : 1.5%	1.0%	-10.6%	-2.1%	22.9%	7.9%
CN1CCSc2ccc(C(=O)NCc3ccccc3F)cc21
 : -2.1%	24.5%	2.0%&2.8%	-29.4%&-35.3%	18.2%	-20.9%
O=C(NCCc1c[nH]c2ccccc12)c1ccc2nc[nH]c2c1
 : .	27.1%	8.8%	0.1%	34.4%[activator]	19.0%
COC(=O)c1ccc(Cn2cnc3cnccc32)cc1
 : -1.3%	18.2%	0.3%	-9.4%	14.3%	2.9%
COc1ccc2c(C=O)c[nH]c2c1
 : -7.2%	3.3%	2.3%	0.7%	8.28µM*	6.4%
Cc1nn(C2CCOC(C)(C)C2)c2c1C(c1ccc(OC(C)C)cc1)SCC(=O)N2 (centres undefined)
 : 3.8%	?	-17.8%	-9.5%	?	0.9%
CC(OC(=O)c1ccco1)C(=O)Nc1ccc(Cl)cn1 (centres undefined)
 : 3.3%	9.3%	10.9%	-7.4%	14.1%	-5.8%
O=C(NCc1ccccc1Cl)C(=O)c1c[nH]c2ccccc12
 : 1.8%	-7.1%	.	4.3%	83.1%[activator]	3.2%
O=S(=O)(c1ccc2c(c1)CCC2)N1CCNCC1
 : .	0.4%	-1.3%	2.2%	29.1%	1.5%
O=C(c1nnsc1S(=O)c1ccc(Cl)cc1)N1CCOCC1 (centres undefined)
 : 1.8%	16.5µM*	2.51µM*	-8.9%	-6.3%	?
CN(C(=O)NC(=O)C1=C(N2CCOCC2)/C(=C/c2ccccc2)CC1)S(C)(=O)=O
 : 1.3%	14.9%	15.8µM*	-15.4%	.	-1.2%
O=C(CSc1cccs1)Nc1ccc(Cl)cc1
 : 0.5%	82.1%	27.5%	3.1%	43.8%[activator]	2.2%
Cc1cc(C(=O)Nn2cnnc2)cs1
 : -2.1%	15.3%	0.6%	-5.5%	.	-4.5%
COc1ccc(NS(=O)(=O)c2ccc(OC)c(NC(=O)CNC(=O)c3ccc(OC)cc3)c2)cc1
 : .	?	-2.8%	0.1%	?	?
CCOC(=O)N1CCN(C(=O)COC(=O)CN(C)S(=O)(=O)c2ccc(NC(C)=O)cc2)CC1
 : -10.4%	-18.5%	-34.7%	-7.8%	?	.
c1ccc(-c2nn3c(C4CCCCC4)nnc3s2)nc1
 : -1.3%	9.7%	-25.6%	-3.7%	53.1%[activator]	8.6%

# An excerpt from above in order of count of non-hydrogen atoms, ascending:
# Values in the order: LmPK inh	Pf growth 48h	Sm TGR block	Tb PYK inh	Pf growth 96h	HCV inhibitor
N#Cc1ccc(C(=O)Nn2cnnc2)cc1
 : 3.0%	-4.8%	2.0%	0.5%	1.2%	12.7%
O=C(CSc1cccs1)Nc1ccc(Cl)cc1
 : 0.5%	82.1%	27.5%	3.1%	43.8%[activator]	2.2%
CN(C)CCCOC1C(C(O)CO)OC2OC(C)(C)O[C@@H]21 (some centres undefined)
 : .	-10.9%	.	-1.1%	-23.5%	.
O=C(c1nnsc1S(=O)c1ccc(Cl)cc1)N1CCOCC1 (centres undefined)
 : 1.8%	16.5µM*	2.51µM*	-8.9%	-6.3%	?

# The results go on:
# Values in the order: LmPK inh	Pf growth 48h	Sm TGR block	Tb PYK inh	Pf growth 96h	HCV inhibitor
CCC(=O)c1ccc(OCC(=O)Nc2ccccc2C(=O)NC2CC2)cc1
 : .	10.3%	-1.2%	-1.9%	8.5%	?
COC(=O)C(O)(CC(=O)Nc1ccc(OC(F)(F)F)cc1)C(F)(F)F (centres undefined)
 : 9.5%	-5.1%	-14.6%	2.5%	.	5.9%
COc1ccc(S(=O)(=O)N(C)c2ccc(C(=O)NCC3CCCO3)cc2)cc1 (centres undefined)
 : 1.2%	-29.6%	-1.4%	2.8%	174.5%[activator]	3.9%
Cc1cccc(NC(=O)CSc2nnc(NC(=O)C3CC3)s2)c1C
 : -6.1%	27.3%	-4.3%	-2.4%	30.9%	11.5%
CN(CC(=O)NCc1cccs1)S(=O)(=O)c1cccc2nsnc12
 : 7.8%	1.3%	4.1%	-5.3%	-19.9%	-1.5%
O=C(COC(=O)CNC(=O)c1ccc(Cl)cc1Cl)NC(=O)NCc1ccccc1
 : .	2.0%	6.6%	4.8%	17.0%	8.3%
CCc1nnc(NC(=O)c2cc(-c3ccco3)nc3ccccc23)s1
 : -0.9%	-19.0%	15.8µM*	-11.4%	29.4%	-13.2%
